# High-throughput results deposited in PubChem by several laboratories.
# Avidin fluor = avidin bead compound fluorescence profile. Avidin beads, compound fluorescence 488/530 nm, flow cytometry; hits give high values. fluorescence (KMESF) at 10 µM. 220,000 tested, 0.38% active. AID 1775; in the data active = fluorescence above about 47; note: inactives centre near 10
# Pf gametocyte = inhibitors of late stage P. falciparum gametocyte viability; P. falciparum stage V gametocytes, ATP luminescence, 24 h; inhibition, % at 10.9 µM; 150,000 tested, 0.065% active;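 active = inhibition above the mean plus 3 SD of compounds within the control limits, set per campaign, cut at about 38% in these data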;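 note: 0% = DMSO wells and 100% = medium only without gametocytes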
# Rac1 act GTP bind = human Rac1 activated mutant GTP binding change; GST-Rac1 activated beads, fluorescent GTP binding, flow cytometry; actives lie on both sides; 100% means binding = to untreated wells; percent activity (GTP binding), % at 10 µM; 190,000 tested, 0.11% active; AID 764;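 active = GTP binding at least 20 percentage points away from the 100% baseline, in either direction, so actives lie on both sides; inconclusive = Compound likely fluorescent itself, or too few beads counted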
# GSH bead fluor = compound fluoresces at 488/530 nm on GSH beads | GSH beads flow cytometry, compound fluorescence 488/530 nm; hits give high values | 190,000 tested, 0.25% active | AID 1776 | fluorescence (KMESF) at 10 µM; in the data active = fluorescence above about 89;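 note: glutathione beads carrying GST-tagged Bcl family fusion proteins plus one bare bead set; values are compound well signal with DMSO vehicle wells as background; inactives centre near 16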
# ABCG2 inh = blocks JC-1 efflux by human ABCG2 transporter; Q9UNQ0; IgMXP3 cells, flow cytometry; inhibition, % at 6.6 µM; 190,000 tested, 0.1% active; AID 1325;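 active = inhibition above 80%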;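 note: 0% = DMSO and 100% = nicardipine control wells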
# Target sequence (Q9UNQ0 whole entry, looked up): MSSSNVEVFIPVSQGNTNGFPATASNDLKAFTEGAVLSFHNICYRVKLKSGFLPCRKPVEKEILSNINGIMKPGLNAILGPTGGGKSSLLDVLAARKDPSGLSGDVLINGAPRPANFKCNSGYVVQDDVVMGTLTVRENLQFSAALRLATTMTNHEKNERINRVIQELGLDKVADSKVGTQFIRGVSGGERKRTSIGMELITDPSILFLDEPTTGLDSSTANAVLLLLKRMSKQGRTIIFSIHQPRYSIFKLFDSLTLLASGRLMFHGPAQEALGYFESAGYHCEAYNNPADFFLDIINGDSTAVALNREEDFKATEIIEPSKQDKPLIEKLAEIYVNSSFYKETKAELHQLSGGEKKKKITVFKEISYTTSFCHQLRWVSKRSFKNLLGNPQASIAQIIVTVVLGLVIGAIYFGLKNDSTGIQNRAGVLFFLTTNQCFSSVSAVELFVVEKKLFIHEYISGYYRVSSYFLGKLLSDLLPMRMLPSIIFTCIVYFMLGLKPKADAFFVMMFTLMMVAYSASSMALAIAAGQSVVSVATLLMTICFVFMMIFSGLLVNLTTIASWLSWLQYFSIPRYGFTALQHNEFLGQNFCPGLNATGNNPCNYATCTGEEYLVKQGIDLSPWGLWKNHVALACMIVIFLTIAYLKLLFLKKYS
#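 Measure – % inhibition of efflux relative to nicardipine and DMSO · Test system – ABCG2 IgMXP3 and barcoded ABCB1 CCRF-Adr cell mix · Control set – nicardipine as high control, DMSO as low control · Compound – one concentration, 6.6 µM final · Signal – flow cytometry of retained JC-1 fluorescence · Timing – 10 min exposure at 25 °C with rotation, no wash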
# Cdc42 wt GTP = changes GTP binding to wildtype human Cdc42. 190,000 tested, 0.2% active. GST-Cdc42 beads, Bodipy-GTP binding, flow cytometry; actives lie on both sides. percent activity (GTP binding), % at 10 µM. P60953;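 active = percent activity GTP binding at least 20 points away from the 100% baseline, either down as inhibitor or up as activator; inconclusive = compound flagged as likely green fluorescent from well-wide comparison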;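 note: median bead fluorescence of bound Bodipy-FL-GTP at 100 nM; 0% = excess unlabeled GTP control and 100% = no compound control; below 100% means less GTP binding so inhibitor and above means activator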
# Target sequence (P60953 whole entry, looked up): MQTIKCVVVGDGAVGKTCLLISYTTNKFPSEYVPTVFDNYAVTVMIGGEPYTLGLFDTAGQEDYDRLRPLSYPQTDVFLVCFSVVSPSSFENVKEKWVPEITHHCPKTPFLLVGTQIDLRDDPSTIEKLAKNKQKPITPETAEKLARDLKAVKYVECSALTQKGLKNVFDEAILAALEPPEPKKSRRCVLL
# HRas wt GTP bind = modulators of GTP binding to human HRas wildtype | GST-Ras wt beads, Bodipy-FL-GTP binding, flow cytometry; actives lie on both sides | P01112 | GTP binding activity, % at 10 µM | 190,000 tested, 0.14% active;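 active = GTP binding activity at least 20% away from the 100% baseline, either lowered as inhibitor or raised as activator; inconclusive = flagged as likely green fluorescent, judged across all proteins in the well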;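 note: 0% = unlabeled GTP competition control and 100% = no-compound control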
# Target sequence (P01112 whole entry, looked up): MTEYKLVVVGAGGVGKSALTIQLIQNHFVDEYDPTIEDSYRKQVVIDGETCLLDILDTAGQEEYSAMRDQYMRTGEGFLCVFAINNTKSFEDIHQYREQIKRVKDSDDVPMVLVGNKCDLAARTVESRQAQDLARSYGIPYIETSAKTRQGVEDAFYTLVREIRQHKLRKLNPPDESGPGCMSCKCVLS
# Rac1 wt modul = alters GTP binding to wildtype human Rac1; P63000; GST-Rac1 beads, fluorescent GTP binding, flow cytometry; actives lie on both sides; 0 = cold GTP competed, 100 = untreated; AID 757; GTP binding activity (% of control), % at 10 µM; 190,000 tested, 0.27% active;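 active = GTP binding activity at least 20 points away from the 100% control level, either lower or higher; inconclusive = compound flagged as likely green fluorescent, judged across all proteins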
# ABCB1 block = human ABCB1 inhibition, ABCG2 as counter-screen | 190,000 tested, 0.067% active | inhibition, % at 6.6 µM | AID 1326 | CCRF-Adr cells, JC-1 efflux, flow cytometry | P08183; in the data active = inhibition above about 40%;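 note: 0% = vehicle and 100% = reference inhibitor; higher value means more JC-1 retained so stronger ABCB1 efflux block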
# Rab7 wt GTP bind = alters GTP binding to wildtype dog Rab7; GST-Rab7 beads, fluorescent GTP binding, flow cytometry; actives lie on both sides; untreated = 100%, excess cold GTP = 0%; 190,000 tested, 0.055% active; GTP binding activity (percent of control), % at 10 µM; AID 758;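 active = fluorescent GTP binding to Rab7 beads changed by at least 20 points from the 100% baseline, either direction, mostly lower; inconclusive = compound itself probably fluorescent, or too few beads counted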;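 note: median green fluorescence of bound Bodipy-FL-GTP per Rab7 bead population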
# Rab2A wt mod = changes GTP binding to wildtype dog Rab2A, up or down | GTP binding activity, % at 10 µM | GST-Rab2 wt beads, Bodipy-GTP binding, flow cytometry | 190,000 tested, 0.19% active;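 active = GTP binding activity at least 20 points away from 100%, either lowered or raised; inconclusive = signal likely due to the compound's own green fluorescence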;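 note: 0% = beads with excess unlabeled GTP and 100% = no-compound control corrected for plate trend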
# Active calls of the source: *; ? = inconclusive; . = not tested or not shown; & = joins results of further samples; [ ] = another dose, or the depositor's remark. Not a hit list, and some 1.1% of all compounds hit somewhere here.
compound,Avidin fluor,Pf gametocyte,Rac1 act GTP bind,GSH bead fluor,ABCG2 inh,Cdc42 wt GTP,HRas wt GTP bind,Rac1 wt modul,ABCB1 block,Rab7 wt GTP bind,Rab2A wt mod
COC(=O)C1=C(N)n2c(s/c(=C\c3cccnc3)c2=O)=C(C(=O)OC)C1c1cccnc1 (stereo not given),1,.,97,40,3,97,96,99,3.0,96,96
Clc1ccc(-n2ncc3c(NCc4ccco4)ncnc32)cc1,16,17,100,17,3,100,99,99,0.1,97,100
COc1ccc(C(=O)C[n+]2cc(-c3ccc(OC)cc3)n3c2CCCC3)cc1,21&10,-4&34,96,10&10,2&0,93,97,96,0.6&-0.1,105,98
Cc1cc(NC(=O)CS(=O)(=O)c2cn(Cc3ccc(F)cc3)c3ccccc23)no1,6,.,97,28,3,99,99,104,0.9,101,102
CCOc1ccc2nc(NC(=S)NCc3ccccc3)sc2c1,5,-15,95,6,1,103,98,100,0.0,94,97
CCOC(=O)/C=C1\SCC(=O)N1CC(=O)Nc1cccc(F)c1,9,.,95,10,-1,95,95,95,-0.3,95,97
O=C(NC1=NCCS1)c1ccc2c(c1)C(=O)N(Cc1ccco1)C2=O,4,.,101,51,1,102,102,105,0.0,104,104
COCc1cc(C)nc(SCc2nc3ccccc3c(=O)[nH]2)c1C#N,7,-8,97,15,22,96,98,98,0.6,97,94
CCOC(=O)c1c(C)n(C)c2ccc(OCC(O)CN(CC)CC)cc12 (stereo not given),8,.,99,20,-1,104,103,110,-0.9,101,103
Cc1ccc2oc(Nc3nc(C)cc(C)n3)nc2c1,8,.,98,33,13,102,100,104,0.0,104,100
Cn1cc(Cl)nc1C(O)c1ccccc1 (stereo not given),6,19,96,12,2,102,97,99,0.1,95,99
Cc1cc2ccccn2c1C(=O)c1cc([N+](=O)[O-])cc([N+](=O)[O-])c1,11,-10,37*,12,3,42*,45*,32*,0.9,24*,42*
O=C(Cc1ccccc1)Nc1cccc(N2CCCC2)c1,15,12,101,22,4,102,101,101,1.1,101,101
CC(=O)c1c(C)[nH]c(C(=O)OCC(=O)Nc2ccccc2Cl)c1C,10,-5,?,70,2,?,?,?,0.8,?,?
CC(=O)c1cc(-c2ccc(F)cc2)n(CCC(=O)NC(C)(C)C)c1C,25,-4,96,11,2,99,98,98,0.2,104,101
CN(C)c1ccc(N=Cc2ccco2)cc1,10,.,100,24,0,102,102,105,0.2,101,100
O=c1[nH]c(C2CCCCC2)nc2ccccc12,3,-60,97,10,8,100,103,104,1.0,102,100
CCC1CCCCN1CCCn1c(=S)[nH]c2ccccc2c1=O (stereo not given),8,.,98,26,5,98,98,101,-0.1,102,99
Cc1ccc(N2C(=O)CC(Sc3nc4ccccc4o3)C2=O)cc1Cl (stereo not given),5,13,99,25,0,100,100,103,0.1,100,99
O=C(CSc1ncnc2scc(-c3ccccc3)c12)N1CCN(c2ccccc2F)CC1,16,.,99,10,3,95,98,96,0.8,97,98
COc1ccc(CC2(C)OC(c3ccncc3)=NN2C(C)=O)cc1 (stereo not given),20,-5,101,9,2,105,100,103,0.8,97,102
Cc1cc(NC(=O)CSc2nc3c(sc4ccccc43)c(=O)n2CCc2ccccc2)n[nH]1,12,-5,96,23,2,96,97,100,0.7,103,97
CC(OC(=O)CCc1nc2ccccc2[nH]c1=O)c1ccccc1 (stereo not given),23,-12,95,8,4,97,97,97,0.8,96,96
CCC(C(=O)Nc1ccccc1)c1ccccc1 (stereo not given),13,-18,101,6,173*,96,100,102,.,95,101
CCOc1ccc(C(=O)Nc2c3c(nn2C(C)(C)C)CSC3)cc1OCC,12,6,95,23,4,95,96,97,-0.1,101,97
COc1cc2c(cc1NC(=O)c1ccc(C(C)(C)C)cc1)CCCC2,11,.,102,16,3,102,104,103,0.2,98,104
CCC(=O)N1CCC(c2ccc(OC)cc2)=N1,5,4,98,9,8,100,100,104,0.4,99,102
COc1ccccc1OCCn1cc(C(=O)O)c2ccccc21,12,-9,120*[activator],12,6,114,111,120*[activator],0.7,109,114
Cc1ccccc1S(=O)(=O)c1cc(C#N)c(=O)[nH]c1N,12,4,93,10,-1,94,94,96,0.0,98,97
CCCc1nnc(NC(=O)CCCN2C(=O)c3ccccc3C2=O)s1,17,.,100,37,6,99,102,103,2.3,105,105
Cc1ccc(NC(=O)C/C(N)=N/OC(=O)c2ccccc2)cc1,12,10,99,7,0,99,99,98,-0.2,102,101
COc1ccc(S(=O)(=O)Nc2ccc(S(=O)(=O)N3CCCCC3)cc2)cc1OC,9,-13,97,8,0,101,100,100,0.0,98,98
CCCc1nc2sc(C(=O)OCC)c(N)c2c2c1COC(C)(C)C2,7,3,101,16,1,106,104,109,0.2,104,104
COc1ccccc1CC(=O)O/N=C(\N)c1cccc([N+](=O)[O-])c1,17,.,100,24,8,99,101,99,0.9,102,103
CCC1CCCCN1S(=O)(=O)c1ccc(NC(=O)c2cccs2)cc1 (stereo not given),7,.,101,15,8,99,100,103,0.9,95,99
Cc1ccc(C(=O)Nc2ccon2)cc1S(=O)(=O)N1CCCCCC1,17,.,96,21,14,97,99,104,0.2,101,100
COCC(=O)Nc1cc(C(=O)Nc2ccccc2)ccc1Cl,11,-2,98,18,5,97,100,101,0.7,102,97
O=Cc1ccc(Sc2ncccn2)o1,27,-18,94,9,0,96,96,95,-0.1,96,95
CC(=O)Nc1ccc(NC(=O)c2cc(C)nn2-c2ccccc2)cc1,11,14,102,23,4,107,106,102,1.0,97,107
CCOc1cc(/C=C2/SC(=S)N(C)C2=O)ccc1Oc1ccc([N+](=O)[O-])cc1[N+](=O)[O-],12,.,96,12,13,99,101,103,0.3,108,101
CCOC(=O)/C=c1\s/c(=C\c2ccc(C#N)cc2)c(=O)n1CC(=O)NCc1ccco1,12,-1,100,20,-5,103,101,104,-4.4,100,102
CSc1nnc(-c2ccco2)c(-c2ccco2)n1,5,.,97,27,-5,98,99,102,-2.7,99,97
CCNc1ccc(C(=O)OCC(=O)NC(C)c2ccccc2)cc1[N+](=O)[O-] (stereo not given),2,-2,101,6,21,101,105,104,2.1,97,98
Cn1c(SCC(=O)N2CCCC2=O)nc2ccccc21,0,.,102,11,2,107,103,106,0.9,101,105
Cc1ccccc1N(Cc1nnc2n1CCCCC2)C(=O)Nc1ccccc1,6,-27,97,5,0,100,98,99,0.2,92,97
COc1ccc(OC)c(N(CC(=O)N2CCC(C)CC2)S(=O)(=O)c2ccc(OC)c(OC)c2)c1,14,-23,97,25,19,101,100,102,8.9,95,99
CN1CCN(C(=O)C2=C[C@H](c3ccc(C(F)(F)F)cc3)C[C@H](OCc3ccc(CO)cc3)O2)CC1,3,.,97,21,6,95,97,94,2.4,101,99
Cc1cccc2nc(-c3ccccc3)nc(N[C@@H](CO)c3ccccc3)c12,2,12,101,9,19,97,103,105,36,101,100
CCOC(=O)c1c(C)n(C)c2ccc(OCC(O)CNC(CC)CO)cc12 (stereo not given),17,-2,99,11,1,108,105,106,0.3,105,101
CC(C)c1ccc(OCC(=O)Nc2cccc(C(=O)Nc3ccccc3C(=O)O)c2)cc1,10,21,84,13,-11,87,92,90,-1.6,101,90
Cc1ccc(NC(=O)c2ccc3c(c2)OCCO3)cc1S(=O)(=O)Nc1cccc(Cl)c1,3,22,97,14,3,98,95,96,2.3,99,94
O=C(NNC(=O)c1sc2cccc(Cl)c2c1Cl)NC1CCCCC1,19,3,101,13,3,103,103,108,0.2,100,98
Cn1c(=O)c2c(nc(NC(Cc3ccccc3)C(=O)O)n2Cc2ccccc2)n(C)c1=O (stereo not given),33,-17,95,23,24,102,100,103,2.3,99,99
CC(C)(C)C(=O)NCCCc1ccccc1,19,-39,100,29,8,105,104,103,1.6,100,103
COc1cc(-c2nnc(SCC(=O)N3CCCC3)o2)cc(OC)c1OC,31,-5,101,23,57,107,100,107,1.2,102,103
CSc1nnc(-c2ccc(S(=O)(=O)N3CCOCC3)cc2)n1CC1CCCO1 (stereo not given),40,11,100,10,0,108,105,101,0.1,104,105

# Other compounds:
compound,Avidin fluor,Pf gametocyte,Rac1 act GTP bind,GSH bead fluor,ABCG2 inh,Cdc42 wt GTP,HRas wt GTP bind,Rac1 wt modul,ABCB1 block,Rab7 wt GTP bind,Rab2A wt mod
CCOC(=O)c1sc(NC(=O)C(C)(C)C)cc1C,7,.,101,26,9,107,107,110,0.8,104,105
COc1ccc2[nH]c3c(=O)n(N)c(C)nc3c2c1,14,3,99,18,1,99,95,96,0.1,99,96
CN(C)C(/C=C/Nc1cccc(Br)c1)=C(C#N)C#N,3,9,96,9,2,100,98,100,-0.1,102,99
CC(C)(O)C#Cc1ccc([C@@H]2C[C@H]3CN(c4ccccc4)C(=O)[C@]34CCCN24)s1,7,4,95,9,-1,96,97,99,-0.5,96,97
NNc1nc2c(F)cc(F)cc2s1,16,-6,97,9,3,98,97,100,-0.2,98,95
Cc1nn(C)c(C)c1CN(C)C(=O)c1cc2n(n1)C(C(F)(F)F)CC(c1cccs1)N2 (stereo not given),11,.,102,21,2,100,100,105,1.2,97,99
Cc1ccc(NC(=O)COC(=O)c2ccccc2-c2nc3ccccc3s2)c(C)c1,2,.,102,7,4,103,102,105,1.2,102,101
Cn1c(=O)c2c(nc(NCCCO)n2CCc2ccccc2)n(C)c1=O,50*,.,101,20,41,108,104,110,1.1,103,104
Cc1cc(NS(=O)(=O)c2ccc(NC(=O)COc3ccccc3Cl)cc2)no1,13,-6,98,31,46,97,101,100,0.3,96,99
CCc1nc2c(nnn2Cc2ccc(F)cc2)c(=O)[nH]1,13,.,100,26,16,102,99,103,-0.6,100,102
Cc1ccc(C(=O)N2CCN(S(=O)(=O)c3ccc(C)c([N+](=O)[O-])c3)C2)cc1,12,.,96,16,13,89,99,99,1.9,99,95
COc1ccc(S(N)(=O)=O)cc1C(=O)NCCCN1CCN(c2ccc(C)cc2)CC1,6,.,103,23,0,105,104,106,0.1,102,103
Cc1ccc(C)c(C(=O)N(Cc2nc(-c3ccc(Cl)cc3)no2)C(C)C)c1,15,.,100,20,0,104,102,106,-0.7,100,101
